# Bioassay records from PubChem.
# TEAD-YAP block = TEAD-YAP interaction inhibition | HEK-TIYL cells, TEAD-Gal4/YAP UAS-luciferase luminescence | inhibition, % at 9.12 µM | 640,000 tested, 1.4% active | AID 1259422; in the data active = inhibition above about 32%;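 also: 0% = median of test compound wells and 100% = reference inhibitor wells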
# GPR151 activ = human GPR151 activation; Q8TDV0; PathHunter beta-arrestin GPR151 cells, luminescence; activation, % at 11.2 µM; 650,000 tested, 1% active; AID 1508602; in the data active = activation above about 4.9%;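 also: 0% = median of compound wells and 100% = cells with positive control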
# Target sequence (Q8TDV0 whole entry, looked up): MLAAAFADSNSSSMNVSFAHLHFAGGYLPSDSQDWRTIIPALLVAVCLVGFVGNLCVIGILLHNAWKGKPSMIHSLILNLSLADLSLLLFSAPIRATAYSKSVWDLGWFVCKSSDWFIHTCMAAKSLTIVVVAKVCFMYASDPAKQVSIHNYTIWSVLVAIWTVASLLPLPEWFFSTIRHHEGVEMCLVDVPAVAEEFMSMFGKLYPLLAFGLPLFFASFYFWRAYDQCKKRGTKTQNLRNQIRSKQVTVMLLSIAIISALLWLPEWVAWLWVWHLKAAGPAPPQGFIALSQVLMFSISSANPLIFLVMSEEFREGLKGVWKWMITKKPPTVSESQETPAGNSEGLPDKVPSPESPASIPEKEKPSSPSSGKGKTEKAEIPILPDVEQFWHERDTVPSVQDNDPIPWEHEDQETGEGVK
# MITF primary = inhibitors of human MITF. O75030. AlphaScreen MITF homodimerization, bead proximity signal. inhibition, % at 2.6 µM. 650,000 tested, 0.91% active; in the data active = inhibition above about 50%;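 also: 0% = vehicle wells with protein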
# FBW7 act = activators of human E3 ligase FBW7. normalized activity (activation), % at 26.1 µM. 650,000 tested, 0.13% active. Q969H0. AlphaScreen FBW7–phospho-cyclin E peptide binding, activator screen; in the data active = normalized activity above about 1.9%;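 also: purified mutant Fbw7 with reduced substrate affinity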
# Target sequence (Q969H0 whole entry, looked up): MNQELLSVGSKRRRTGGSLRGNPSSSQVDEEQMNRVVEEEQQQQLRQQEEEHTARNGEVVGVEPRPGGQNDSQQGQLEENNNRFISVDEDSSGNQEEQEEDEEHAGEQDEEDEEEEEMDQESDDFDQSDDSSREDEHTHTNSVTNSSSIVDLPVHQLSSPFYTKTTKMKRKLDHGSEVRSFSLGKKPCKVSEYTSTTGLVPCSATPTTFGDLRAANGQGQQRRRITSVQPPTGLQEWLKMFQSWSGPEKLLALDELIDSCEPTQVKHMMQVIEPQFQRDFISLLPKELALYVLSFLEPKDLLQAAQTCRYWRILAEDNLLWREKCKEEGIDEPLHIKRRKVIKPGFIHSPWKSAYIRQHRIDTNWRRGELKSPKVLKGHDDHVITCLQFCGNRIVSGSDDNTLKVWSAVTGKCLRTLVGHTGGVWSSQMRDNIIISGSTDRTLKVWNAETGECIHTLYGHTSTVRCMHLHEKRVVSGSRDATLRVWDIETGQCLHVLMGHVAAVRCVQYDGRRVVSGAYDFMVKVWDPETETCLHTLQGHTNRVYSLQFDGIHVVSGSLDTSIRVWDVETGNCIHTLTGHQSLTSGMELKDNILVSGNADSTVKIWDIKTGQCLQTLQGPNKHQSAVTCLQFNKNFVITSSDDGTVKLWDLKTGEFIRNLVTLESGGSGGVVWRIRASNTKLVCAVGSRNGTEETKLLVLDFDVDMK
# An asterisk follows results filed as active; & = joins results of further samples. This is a random part of the collection (roughly 3.5% active in at least one column).
Molecule | TEAD-YAP block | GPR151 activ | MITF primary | FBW7 act
CCCCCOS(=O)(=O)c1ccc(N2CCCC2=O)cc1 | 10.3 | 0.3 | 2.2 | 0.4
COc1ccc2c(C)cc(=O)oc2c1C | -0.3 | -1.1 | 8.2 | -0.1
COc1ccccc1C(=O)Nc1nc(-c2cc3ccccc3oc2=O)cs1 | 1.7 | 1.5 | 6.2 | 0.0
Cc1cc(N2CCCC2)nc(N2CCN(C(=O)c3ccc(Cl)cc3)CC2)n1 | 0.6 | 1.5 | 1.8 | 0.0
CN(C)c1ccc(C2(c3ccc(N(C)C)cc3)C=Cc3c(ccc4ccccc34)O2)cc1 | -1.4 | -0.6 | -4.4 | 0.0
O=C(CC[C@H]1CN(Cc2ccccc2)CC[C@H]1N1CCCC1)NCc1ccc(F)cc1 | -6.7 | -1.3 | -3.5 | 0.1
CC(=O)Nc1ccc(-c2csc(Nc3cccc(O)c3)n2)cc1 | -27.1 | -0.6 | 11.3 | -0.1
COc1ccc(OC)c(/C=C2\N=C(c3ccc(Cl)cc3Cl)OC2=O)c1 | -1.4 | -0.2 | 0.3 | 0.1
Cc1ccc(NC(=O)CSc2nc3c(cc2C#N)CCCCC3)cc1 | 7.1 | 0.0 | -9.9 | -0.1
CCOc1c(Cl)cc(C(=O)NCCN2CCCCC2)cc1Cl | 7.7 | -0.6 | 9.5 | 0.9
CCS(=O)(=O)Nc1cccc(N2CCC(NCCc3ccccc3OC)CC2)c1 | 5.4 | -0.7 | 1.1 | -0.2
O=C1CCC(CCC(=O)N2CCN(C3CCCC3)C(=O)C2)(Cc2ccc3ccccc3c2)N1 (stereo not drawn) | 0.8 | 0.8 | 11.5 | -0.2
COc1cccc(C(CC(=O)NCc2cccnc2)NS(=O)(=O)c2ccc(F)cc2)c1OC (stereo not drawn) | 1.8 | 0.6 | -2.9 | -0.1
C/C(=N\Nc1ccc(S(N)(=O)=O)cc1[N+](=O)[O-])c1cccs1 | -2.0 | -0.1 | 2.3 | 0.7
CCN(CC)C(=O)COc1cc(-c2ccnc(N)n2)ccc1NC(=O)C1COc2ccc(OC)cc2C1 (stereo not drawn) | -1.1 | -0.2 | 38.5 | 0.1
CCCC(=O)Nc1nnc(S(=O)(=O)N(CC)CC)s1 | 2.4 | 0.5 | 2.0 | 0.1
CCc1nnc(NC(=O)CSc2ncnc3c2cnn3-c2ccc(F)cc2)s1 | 10.3 | -0.5 | 10.1 | 1.1
C=CCn1c(Cl)c(/C=N/NC(=O)OCC)s/c1=N\S(=O)(=O)c1cccs1 | 45.2* | 4.4 | 8.5 | 0.6
Cc1ccc(N(CC(=O)NCc2ccc(F)cc2)C(=O)c2snc(C(N)=O)c2N)cc1 | 4.1 | -1.3 | 13.2 | 0.1
Cc1cccnc1CN1CCN(c2nc3nonc3nc2N2CCCCC2)CC1 | -11.0 | 1.7 | -14.1 | -0.2
CCN(CC)c1ccc(CNn2cnnc2)cc1 | -2.3 | 0.3 | 3.7 | 0.0
CC(=O)c1cccc(-c2nc(Nc3ccccc3)c3ncn(-c4ccsc4)c3n2)c1 | -4.3 | 0.6 | -19.9 | 0.1
CCOC(=O)c1cc(C)sc1N1C(=O)C=CC1=O | 11.9 | 1.4 | 4.0 | -0.1
CC12COC3(C(=O)NCCC45CC6CC(CC(C6)C4)C5)CC1CCC32C (stereo not drawn) | 12.5 | 0.6 | 0.9 | -0.2

# An excerpt from above in order of length of the SMILES, lowest first:
Molecule | TEAD-YAP block | GPR151 activ | MITF primary | FBW7 act
COc1ccc2c(C)cc(=O)oc2c1C | -0.3 | -1.1 | 8.2 | -0.1
CCN(CC)c1ccc(CNn2cnnc2)cc1 | -2.3 | 0.3 | 3.7 | 0.0
CCOC(=O)c1cc(C)sc1N1C(=O)C=CC1=O | 11.9 | 1.4 | 4.0 | -0.1
CCCCCOS(=O)(=O)c1ccc(N2CCCC2=O)cc1 | 10.3 | 0.3 | 2.2 | 0.4
CCOc1c(Cl)cc(C(=O)NCCN2CCCCC2)cc1Cl | 7.7 | -0.6 | 9.5 | 0.9
CC(=O)Nc1ccc(-c2csc(Nc3cccc(O)c3)n2)cc1 | -27.1 | -0.6 | 11.3 | -0.1
Cc1cccnc1CN1CCN(c2nc3nonc3nc2N2CCCCC2)CC1 | -11.0 | 1.7 | -14.1 | -0.2
COc1ccccc1C(=O)Nc1nc(-c2cc3ccccc3oc2=O)cs1 | 1.7 | 1.5 | 6.2 | 0.0
CCc1nnc(NC(=O)CSc2ncnc3c2cnn3-c2ccc(F)cc2)s1 | 10.3 | -0.5 | 10.1 | 1.1
CCS(=O)(=O)Nc1cccc(N2CCC(NCCc3ccccc3OC)CC2)c1 | 5.4 | -0.7 | 1.1 | -0.2
COc1ccc(OC)c(/C=C2\N=C(c3ccc(Cl)cc3Cl)OC2=O)c1 | -1.4 | -0.2 | 0.3 | 0.1
CC12COC3(C(=O)NCCC45CC6CC(CC(C6)C4)C5)CC1CCC32C (stereo not drawn) | 12.5 | 0.6 | 0.9 | -0.2
C/C(=N\Nc1ccc(S(N)(=O)=O)cc1[N+](=O)[O-])c1cccs1 | -2.0 | -0.1 | 2.3 | 0.7
C=CCn1c(Cl)c(/C=N/NC(=O)OCC)s/c1=N\S(=O)(=O)c1cccs1 | 45.2* | 4.4 | 8.5 | 0.6
COc1cccc(C(CC(=O)NCc2cccnc2)NS(=O)(=O)c2ccc(F)cc2)c1OC (stereo not drawn) | 1.8 | 0.6 | -2.9 | -0.1
CN(C)c1ccc(C2(c3ccc(N(C)C)cc3)C=Cc3c(ccc4ccccc34)O2)cc1 | -1.4 | -0.6 | -4.4 | 0.0
O=C1CCC(CCC(=O)N2CCN(C3CCCC3)C(=O)C2)(Cc2ccc3ccccc3c2)N1 (stereo not drawn) | 0.8 | 0.8 | 11.5 | -0.2
CCN(CC)C(=O)COc1cc(-c2ccnc(N)n2)ccc1NC(=O)C1COc2ccc(OC)cc2C1 (stereo not drawn) | -1.1 | -0.2 | 38.5 | 0.1

# Other entries.
Molecule | TEAD-YAP block | GPR151 activ | MITF primary | FBW7 act
COc1ccc(Nc2nccc(-c3cc(C#N)cc(N4CCOCC4)c3)n2)cc1 | -8.2 | 0.2 | -1.4 | 0.0
COc1ccccc1CCc1nnc(CCC(=O)NCC(C)Oc2cccnc2)o1 (stereo not drawn) | 1.2 | -0.2 | -3.4 | -0.1
Cc1ccc2c(c1)N(C(=O)CCC(=O)NC1CCCCC1C)CC(C)O2 (stereo not drawn) | 5.6 | 0.3 | 7.1 | -0.2
C=CCn1c(COc2ccccc2)nnc1SCC(=O)Nc1cc(C)ccc1OC | -1.3 | -2.1 | 16.4 | 0.2
CC(Oc1ccc(Br)cc1)C(=O)N1CCN(Cc2ccccc2)CC1 (stereo not drawn) | 13.9 | 0.2 | 1.7 | -0.2
CCOc1ccc(-c2nc(C#N)c(NCCCOC)o2)cc1 | -12.7 | 0.0 | 5.0 | -0.1
NS(=O)(=O)c1ccc(N=Cc2ccc(OC(=O)c3ccccn3)cc2)cc1 | -10.1 | -1.6 | 55.3* | -0.2
COc1ccc(C2CC(=O)C3=C(C2)NC(C)=C(C(=O)OCC(C)C)C3c2ccc3c(c2)OCO3)cc1 (stereo not drawn) | 4.5 | 1.2 | 6.9 | 0.8
CCN1CCN(CC(=O)N/N=C/c2ccc(C(C)C)cc2)CC1 | -3.7 | 0.7 | 51.8* | 0.0
CCN(CCO)C(=O)CCN1C(=O)/C(=C\c2ccccc2F)SC1=S | 12.0 | -0.1 | -12.6 | -0.1
O=C1C(=O)N(CCO)C(c2ccccc2F)/C1=C(/O)c1ccc(Cl)cc1 (stereo not drawn) | -1.4 | -0.3 | 11.0 | 0.8
COC(=O)c1cc(OC)c(OC)cc1NC(=O)CCN1C(=O)c2ccccc2C1=O | -0.9 | 5.9* | -8.4 | -0.1
Cc1nc(-n2nc(-c3ccco3)cc2NC(=O)Cc2ccc(-c3ccccc3)cc2)[nH]c(=O)c1C | -4.6 | 0.2 | 2.5 | 0.2
O=C(Oc1ccnc2cc(Cl)ccc12)N1CCOCC1 | -3.6 | -1.2 | 2.2 | 0.0
COc1ccc(Cl)cc1NC(=O)C1(S(=O)(=O)c2ccc(C)cc2)CC1 | 4.7 | 0.6 | 7.1 | 0.5
CC1=C(C)CC(C(=O)Nc2ccc(F)c(Cl)c2)C(C(=O)O)C1 (stereo not drawn) | -2.1 | 3.5 | 12.8 | 0.0
Cc1cc(C)c(S(=O)(=O)Nc2cc3c(C(=O)OC(C)C)c(C)oc3c3ccccc23)c(C)c1 | -9.0 | 1.1 | -0.8 | -0.2
COc1ccc(Cl)cc1NS(=O)(=O)c1cc2c3c(c1)CCC(=O)N3CCC2 | 6.0 | 0.5 | 21.3 | 0.1
CC1=Nc2ccccc2/C1=C/c1sc(=N)n(-c2cc(C)ccc2C)c1O | 19.8 | 1.4 | 2.1 | -0.1
COc1cc(Nc2ncc(C)c(NCCN3CCOCC3)n2)cc(OC)c1OC | -0.4 | 1.9 | -18.1 | 0.0
Cc1cccc(-c2nc(Nc3ccccc3)c3ccccc3n2)c1 | -11.0 | 0.9 | 2.8 | 0.1
CSc1ccc(Cl)c(C(=O)NC2CCCC2)c1 | -8.4 | -0.4 | 16.2 | 0.6
CCOC(=O)c1sc(NC(=O)Cn2cnc([N+](=O)[O-])n2)c(C(=O)OCC)c1C | -5.2 | 2.5 | 1.7 | 0.0
Cc1cc(-c2nnc(NC(=O)Cc3c(F)cccc3Cl)o2)c(C)o1 | -2.0 | 0.1 | 21.8 | -1.0
CCOc1ccc(Nc2nc(-c3ccccc3)c(C(=O)Nc3cccnc3)s2)cc1 | -9.2 | 1.2 | -0.8 | 0.0
O=C(C(I)c1ccc(Br)cc1)N1CCOCC1 (stereo not drawn) | 2.6 | 1.8 | 13.2 | 0.0
O=C(CCCn1c(=S)[nH]c2ccc(Br)cc2c1=O)NCc1cccnc1 | -5.8 | 2.1 | -1.0 | 0.0
Cc1c(Oc2ccc(C(F)(F)F)cc2[N+](=O)[O-])ccc2c3c(c(=O)oc12)CCCC3 | -0.3 | 2.4 | -0.4 | 0.1
Cc1nnc(NC(=O)COc2ccc(Br)cc2C(C)(C)C)s1 | 13.1 | -0.1 | 8.8 | 0.2
Nc1ccc(S(=O)(=O)/N=C2/NC(=O)/C(=C/C(=O)c3ccc(Cl)cc3)N2)cc1 | -11.1 | 0.6 | 2.6 | -0.1
Cc1cc(I)ccc1NCC(=O)N/N=C/c1ccccc1O | 9.9 | -0.7 | -9.2 | 0.1
O=C1C(=Cc2cc(Br)ccc2O)C(=O)c2ccccc21 | -9.5 | 0.4 | 15.7 | 0.7
CCc1ccc(OCC(=O)c2ccc(O)c(CN(C)C)c2O)cc1 | 3.2 | -0.4 | -0.9 | 0.0
COc1ccc(C2CC(c3ccc(OC)cc3OC)n3ncnc3N2)cc1 (stereo not drawn) | -4.8 | 1.0 | 10.9 | -0.1
COc1cc2ccccc2cc1C(=O)Nc1ccc2oc(-c3ccccc3F)nc2c1 | -27.6 | 1.1 | 1.4 | 0.0
CN1C(=O)/C(=C/c2ccc(C(=O)NCc3ccco3)cc2)Oc2ccccc21 | -28.5 | -0.4 | -0.1 | 0.1
CCCC1CCC(c2ccc(C(=O)Nc3ccc(OC)cc3)cc2)CC1 (stereo not drawn) | -9.2 | -0.4 | -19.8 | -0.1
CC(=O)OC1CCC2(C)C(CCC3C2CCC2(C)C3CC3OC(C)(C)OC32C(C)=O)C1 (stereo not drawn) | -0.7 | -0.7 | 11.6 | 1.1
Nc1ncnc2nc(N3CCN(Cc4ccc5c(c4)OCO5)CC3)[nH]c12 | 3.4 | 0.5 | 6.7 | 0.0
CC(=O)c1cccc(NC(=O)[C@H](CSCc2ccccc2)N2Cc3ccccc3C2=O)c1 | 2.6 | -0.2 | 14.6 | 0.5
COc1ccc(S(=O)(=O)NCc2ccccc2C)cc1I | -2.1 | 1.1 | 1.4 | -0.1
COc1ccc(-c2noc(N(C)CC(=O)N3CCN(c4cccc(Cl)c4)CC3)n2)cc1 | -4.1 | -1.3 | 0.1 | -0.1
COc1cc(/C=C/C(=O)C2C(=O)C=C(C)OC2=O)ccc1OCc1ccccc1 (stereo not drawn) | -16.3 | -0.1 | -5.9 | 0.1
CCCC1=NN2C(=N)/C(=C/c3ccc(OCCOc4ccc([N+](=O)[O-])cc4)c(OC)c3)C(=O)N=C2S1 | 10.0 | -0.8 | 11.1 | -0.1
CCn1ncc(C(=O)N2CCCCC2c2nc3cc(C)c(C)cc3[nH]2)c1C (stereo not drawn) | 21.8 | 1.2 | -2.0 | -0.1
Cc1ccc(-c2cc(C(F)(F)F)n3nc(C(=O)Nc4cc(Cl)ccc4C)cc3n2)cc1 | 7.9 | 1.9 | -11.3 | -0.1
CN1CCN(c2ncc(-c3cccc(C(=O)O)c3)n3ccnc23)CC1 | 12.7 | -0.3 | 19.3 | -0.5
Cc1c(Cl)cccc1NC(=O)C1CCCN(c2ccc(-n3cccn3)nn2)C1 (stereo not drawn) | -4.5 | 1.7 | 13.4 | 0.0
C[N+]12CCC(CC1)C(OC(=O)C(O)(c1ccccc1)c1ccccc1)C2 (stereo not drawn) | -2.0 | 1.2&-2.7 | 5.5&25.9 | 0.6&0.1
Cc1ccc(C)c(/C=C2\SC(N)=NC2=O)c1 | -6.9 | -0.2 | -1.8 | -0.1
CCOC(=O)C1=CN2[C@H](C(=O)c3ccccc3)[C@@H](c3ccccc3)[C@H](C(=O)C34CC5CC(CC(C5)C3)C4)[C@@H]2C=C1 | -11.1 | -0.8 | 7.4 | -0.2
COc1ccc(N/C=C(\Br)C(=O)C(F)(F)F)cc1 | -3.7 | 4.7 | 10.5 | 0.4
